Tat transport: E. coli Tat export inhibitors, primary screen, MC4100, TorA-mCherry reporter, fluorescence, single point. inhibition, % at 10 µM. hit rate 0.036% among 340,000;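 active = mean replicate inhibition at least 50% and at least half of replicates individually reaching 50%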;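 note: exported cargo escapes ClpAP degradation while cytoplasmic cargo is degraded and loses fluorescence; 0% = median of neutral control wells and 100% = median of NaSCN control wells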
MITF TRPM1 HTS: activators of MITF-driven TRPM1 promoter reporter, primary screen, cell-based, SK-MEL-5, luciferase, single point | SK-MEL-5 TRPM1-promoter luciferase, 24 h; % of positive control, neutral wells = 0 | activation, % at 12.5 µM | hit rate 0.75% among 300,000;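 active = mean activation of at least 80% with every replicate also reaching 80%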;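 note: 0% = neutral control wells and 100% = parthenolide positive control wells; values of inactives mirror those of a sister screen read the other way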
Rtt109 HAT inh: inhibitors of C. albicans Rtt109/Vps75 HAT, primary screen, biochemical, ThioGlo CoA-SH fluorescence, plate reader; purified Rtt109/Vps75, 4 h; inhibition, % at 34.9 µM; hit rate 0.16% among 330,000;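 active = inhibition of at least 50% in every replicate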
Target sequence (Q5AAJ8 whole entry, looked up): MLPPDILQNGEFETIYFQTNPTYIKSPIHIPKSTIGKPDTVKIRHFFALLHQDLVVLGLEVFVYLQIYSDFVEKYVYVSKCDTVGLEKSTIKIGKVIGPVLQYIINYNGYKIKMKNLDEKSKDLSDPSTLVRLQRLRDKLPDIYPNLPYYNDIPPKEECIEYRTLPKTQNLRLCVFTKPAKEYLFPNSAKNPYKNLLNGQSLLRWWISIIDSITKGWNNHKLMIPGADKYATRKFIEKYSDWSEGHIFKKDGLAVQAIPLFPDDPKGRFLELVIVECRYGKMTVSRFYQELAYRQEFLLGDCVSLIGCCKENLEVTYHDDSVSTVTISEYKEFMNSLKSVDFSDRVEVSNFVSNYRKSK
dFosB activator: activators of delta FosB homodimer, primary screen, biochemical, fluorescence polarization, TAMRA-CDK5 oligo, single point; Protein FosB (Mus musculus), P13346; purified delta FosB; percent of positive-control signal above neutral wells; activation, % at 25 µM; hit rate 0.99% among 340,000; AID 493131, 2011;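 active = mean activation above about 17%, with every replicate also reaching it, limit read from the data, passing the limit was not always enough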;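 note: fluorescence polarization rise as delta FosB binds a TAMRA Cdk5 AP-1 oligo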
Target sequence (P13346 whole entry, looked up): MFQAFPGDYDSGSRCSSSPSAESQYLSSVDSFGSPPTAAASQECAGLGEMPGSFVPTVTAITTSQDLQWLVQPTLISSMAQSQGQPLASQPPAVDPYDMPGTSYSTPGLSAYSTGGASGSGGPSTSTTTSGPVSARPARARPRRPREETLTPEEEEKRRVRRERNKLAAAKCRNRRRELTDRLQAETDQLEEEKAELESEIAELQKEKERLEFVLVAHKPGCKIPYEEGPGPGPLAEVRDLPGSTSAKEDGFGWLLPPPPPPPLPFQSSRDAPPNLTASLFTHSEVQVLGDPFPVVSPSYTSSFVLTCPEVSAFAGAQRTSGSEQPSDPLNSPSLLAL
Wnt act: Wnt/beta-catenin pathway activators, primary screen, cell-based, plate reader, single point; Wnt/beta-catenin reporter cell assay, activator; AID 743398, 2014; hit rate 1.2% among 300,000; activation, % at 9.35 µM; in the data active = activation above about 30%, passing the limit was not always enough;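 note: 0% = neutral control wells and 100% = positive control wells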
CAL PDZ FP-1: untagged CAL PDZ binding inhibitors, primary screen, biochemical, fluorescence polarization, HTS; Golgi-associated PDZ and coiled-coil motif-containing protein (Homo sapiens), Q9HD26; purified CAL PDZ, TMR-peptide fluorescence polarization, 1 h; inhibition, % at 24.9 µM; hit rate 0.92% among 300,000; AID 602252, 2012;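 active = mean inhibition of at least 30% with at least half of replicates also reaching 30%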;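 note: 0% = DMSO neutral control and 100% = excess unlabeled competitor peptide PRC23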
RTF Ca sens act: cardiac RTF calcium sensitivity activators, primary screen, biochemical, IANBD-TnC fluorescence, EC20 calcium; IANBD-labeled TnC RTF fluorescence at EC20 calcium; 0% EC20 calcium, 100% full calcium; hit rate 0.24% among 340,000; activation, % at 7.2 µM; AID 493008, 2010;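 active = activation above the mean over all tested compounds plus 3 SD, cut at about 30% in these data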;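 note: rise in fluorescence read as greater calcium sensitivity of cardiac thin filaments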
V-ATPase pHluor: regulators of yeast V-ATPase proton pumping, primary screen, pHLuorin cytosolic pH fluorescence | hit rate 0.37% among 350,000 | AID 504577, 2011 | response, % at 10 µM | S. cerevisiae; in the data active = response mostly above about 7.3%, no sharp cut-off; inactive = mostly below about 5.4%; note: actives read high; inactives centre near 0; some compounds called inactive have numbers as strong as hits
CDK5 p35 inh: inhibitors of human CDK5/p35 kinase, primary screen, biochemical, single concentration; inhibition, % at 10 µM; hit rate 0.01% among 330,000; Cyclin-dependent kinase 5 (Homo sapiens) + Cyclin-dependent kinase 5 activator 1 (Homo …; Recombinant CDK5/p35, ADP-Glo luminescence, 60 min;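 active = highest replicate inhibition of at least 50% and at least 75% of replicates reaching 50%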;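 note: plate controls were DMSO neutral control for no effect and GW8510 at 10 µM for full effect; many of its hits are not listed in these tables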
CAL PDZ FP-2: CAL PDZ peptide-binding inhibitors, primary screen, biochemical, fluorescence polarization, Cer-tagged CAL PDZ, HTS; Golgi-associated PDZ and coiled-coil motif-containing protein (Homo sapiens), Q9HD26; purified CAL PDZ, TMR-peptide fluorescence polarization, 1 h; inhibition, % at 20 µM; hit rate 0.02% among 330,000; AID 504414, 2011;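 active = highest replicate inhibition of at least 40%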;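 note: plate controls were DMSO neutral control wells for no effect and unlabeled competitor peptide control wells for full effect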
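material = purified tagged CAL PDZ domain construct (CerCALP) | buffer or medium = sodium phosphate/NaCl buffer pH 7.4 with TCEP, IgG, Thesit | reagent = TMR-labelled reporter peptide T*-PRC34 bound in PDZ groove | incubation = 1 h room-temperature incubation prior to read | measured by = fluorescence polarization (mP) | evaluation = percent inhibition from loss of millipolarization | control set = unlabelled peptide and DMSO controls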
An asterisk follows results filed as active; . = not tested or not shown.

SMILES	Tat transport	MITF TRPM1 HTS	Rtt109 HAT inh	dFosB activator	Wnt act	CAL PDZ FP-1	RTF Ca sens act	V-ATPase pHluor	CDK5 p35 inh	CAL PDZ FP-2
CCOC(=O)c1ccccc1NC(=O)COC(=O)C1CC(=O)N(c2ccc3c(c2)OCCO3)C1 (stereo unspecified)	-1.7	7.9	-0.5	0.3	-2.2	-2.3	-4.7	-0.4	1.0	-1.8
Cc1nn(-c2ccccc2)c(C)c1C(=O)OCC(=O)NC(=O)NC1CCCCC1	-1.1	-0.5	10.4	-7.6	.	.	-1.6	-0.7	-1.1	0.5
COc1cc(CNc2ccc3[nH]c(=O)[nH]c3c2)cc(Br)c1OCc1ccccc1F	-2.6	-14.1	0.5	1.1	1.3	0.0	4.0	1.2	0.2	-1.2
NC(=O)NC(=O)C(Nc1ccc(N2CCCCC2)cc1)c1ccccc1 (stereo unspecified)	1.4	20.1	-1.6	-0.7	8.9	.	-0.7	-0.8	0.7	-1.1
CC(C)n1c(O)c(N=NC(=O)C2COc3ccccc3O2)c2ccccc21 (stereo unspecified)	-4.7	-22.7	1.4	-15.3	0.6	-0.5	2.9	3.1	-3.0	-0.4
Cc1ccc2oc(=O)c3cnn(CC(=O)N4CCCc5ccccc54)c3c2c1	-15.4	.	-1.1	-12.0	-1.1	.	-1.9	-7.7	2.5	-0.1
CN(c1ccc(C(=O)Nc2ccccn2)cc1)S(=O)(=O)c1ccccc1	-2.7	34.1	-4.9	-2.8	-0.9	0.3	1.5	3.4	-0.9	-7.2
C[C@H](CO)N1C[C@H](C)[C@@H](CN(C)S(=O)(=O)c2ccccc2)Oc2c(NS(=O)(=O)c3cccs3)cccc2C1=O	-30.9	-4.5	1.8	2.4	-3.5	-1.6	-6.3	-5.9	-1.0	-0.4
[O-]C1=N/[N+](=C/c2ccccc2)CC1	2.4	9.9	-5.1	-14.6	-0.5	-2.6	4.6	-2.0	-0.7	-2.9
Cc1ccc(S(=O)(=O)N2[C@@H](c3ccc(Br)cc3)C(C(=O)O)=CC[C@H]2c2cccs2)cc1	2.3	-5.0	8.3	-3.0	-2.3	-4.1	-2.3	0.8	-0.8	-1.1
COc1ccc(OC)c(-n2c(-c3ccc(O)cc3O)n[nH]c2=S)c1	-1.6	14.2	-3.8	-7.0	2.5	-3.7	11.1	2.9	1.9	-1.3
COC(=O)CCCC(=O)N(C)CC1CCCN(CCc2ccccc2C)C1 (stereo unspecified)	-7.6	.	-0.8	1.4	-0.3	-2.6	-4.2	-0.3	-2.8	-0.1
Cc1nc([N+](=O)[O-])c(C(=O)OCc2cccc(Br)c2)n1C	8.2	12.2	-3.7	1.5	-0.8	-5.6	-0.7	0.2	0.5	-2.3
CC#CCOC(=O)c1c(C)nc2sc3c(c2c1N)CCC(O)C3 (stereo unspecified)	-18.2	10.7	-5.3	1.5	15.6	-5.8	-1.7	-1.0	1.2	-1.9
COc1ccc(C(=O)NCC(=O)N2CCCCC2)cc1OC	-2.8	5.3	7.4	-9.0	-1.3	.	0.4	-0.7	0.3	0.1
N#CC1=C(N)Oc2n[nH]c(-c3cccs3)c2C1c1ccoc1 (stereo unspecified)	-9.9	-6.0	1.9	-6.9	.	-1.4	-3.1	-0.6	0.0	-1.2
CC(C)C(c1nnnn1Cc1ccc2c(c1)OCO2)N1CCN(C)CC1 (stereo unspecified)	6.1	.	6.4	-4.5	-0.8	4.5	2.6	-5.2	0.1	.
CCOC(=O)C(C)Sc1nnc(Cc2cc(=O)[nH]c(=O)[nH]2)n1-c1ccc(OCC)cc1 (stereo unspecified)	-1.4	4.3	-12.4	-3.0	-6.1	.	1.8	-2.4	1.9	-0.1
Fc1ccccc1N1CCN(CC2CCCCC2)CC1	-11.4	.	-3.3	5.7	1.4	-0.6	3.5	0.6	-1.5	-0.4
CCc1cc(C(=O)N2CCN(c3ccccn3)CC2)sc1C	-0.7	-1.1	13.2	4.6	4.6	0.3	-6.5	-1.7	0.6	1.0
CCc1noc(C)c1C(=O)OCC(=O)NC(=O)c1ccccc1OC	2.5	-2.5	-5.3	-4.2	-2.1	.	-0.6	2.5	-2.3	-0.1
CN1CCN(C(=O)c2cc3c(s2)-c2ccccc2S(=O)(=O)C3)CC1	-5.1	10.8	-12.7	-5.5	0.1	.	0.4	-1.6	-0.9	-0.8
CS(=O)(=O)c1ccc2nc(NC(=O)CCC(=O)c3cccs3)sc2c1	-6.6	11.6	2.2	-13.0	.	-1.0	0.6	2.2	0.3	-1.9
NCCC(=O)N1c2ccccc2Sc2ccccc21	-8.0	.	0.5	-5.0	-3.7	-3.1	-4.1	-2.5	-2.1	-0.4
Cc1cccc(Cn2nc(C(C)(C)C)cc2C(=O)N2CCOCC2)c1	0.5	-1.7	-8.8	1.7	-2.0	-7.8	4.3	1.5	1.1	0.8
C/C(=C\C(=O)c1cccnc1)Nc1ccc(O)cc1	8.6	.	3.4	2.7	.	1.3	-2.2	-4.0	-0.5	0.7
O=[N+]([O-])c1ccc(Cl)cc1CNc1ccc(F)c(F)c1	-2.3	-2.7	-4.5	5.5	5.4	-1.8	-2.1	0.0	-3.4	-0.6
C=C(C)CSc1nc(N)c2c3c(sc2n1)CCC3	-0.4	62.9	8.6	-11.5	15.3	-3.1	5.0	1.7	-0.2	0.0
COc1ccc(OC)c(/C=N\NC(=O)c2c(C)nc3cc(C)ccn23)c1	-5.2	1.5	-0.1	-9.4	-0.1	-2.2	3.3	-0.6	-0.4	0.0
COCCN1C(=O)C(=O)/C(=C(/O)c2ccc(OC(C)C)cc2)C1c1cccnc1 (stereo unspecified)	0.1	-1.1	38.0	-2.9	-10.4	-1.4	3.1	-3.7	1.8	-2.4
O=C(O)Cc1sc(-c2ccc(C(=O)O)cc2)nc1-c1ccccc1	23.2	8.3	-1.9	-4.0	0.0	5.5	3.8	3.7	-0.3	-0.4
CCOc1ccc(C2c3cc(OC)c(OC)cc3CC(=O)N2c2ccccc2)cc1 (stereo unspecified)	18.3	-9.8	2.8	-7.2	.	.	8.1	0.5	2.7	-2.7
Cc1cccc(N2CCN(C(=O)CCc3nc4ccccc4c(=O)[nH]3)CC2)c1C	-7.4	-17.3	-7.7	-6.8	-2.7	4.9	-2.3	0.9	1.7	-0.6
O=C(OCc1cccc(C(F)(F)F)c1)c1cc([N+](=O)[O-])ccc1N1CCOCC1	7.0	2.9	-0.2	-7.7	1.9	-2.1	-12.8	4.5	1.7	-1.7
COc1ccc(CP(=O)(c2ccccc2)c2ccccc2)cc1	1.2	.	-1.7	-1.9	0.9	-1.7	-6.3	-3.1	0.6	-1.4
NS(=O)(=O)c1ccc(CNC(=S)NCc2ccc(F)cc2)cc1	8.1	-38.1	-6.3	-2.7	-0.1	38.9*	-5.6	1.9	1.1	-1.0
CC(=O)Nc1cccc(-c2csc(NCc3ccco3)n2)c1	2.6	.	15.9	-3.4	0.0	-0.5	-0.7	-4.5	-0.7	-0.4
Cc1nnc(SCCN2CCOCC2)c2nn(-c3ccccc3F)c(C)c12	-1.3	-6.9	-1.7	-11.3	.	0.6	3.8	1.9	-0.6	-2.7
Brc1ccc(-c2ccc(/C=N/Nc3nncc(-c4ccccc4)n3)o2)cc1	0.1	0.3	1.0	-0.4	-2.9	-1.7	-9.9	-2.8	-1.3	-1.5
Nn1c(SCC(=O)Nc2ccc3c(c2)OCO3)nnc1C1CCCCC1	-2.2	-9.1	0.5	-6.3	.	-1.9	4.4	1.0	4.8	-1.0
COCCN(C(=O)CCC(=O)Nc1cc(C)on1)C(C(=O)NC(C)(C)C)c1ccccc1Cl (stereo unspecified)	-1.0	-4.2	2.3	-11.6	-0.8	.	-6.9	7.1	0.4	-0.9
CSc1cccc(CN2CCN(Cc3ccc(F)c(F)c3)C(CCO)C2)c1 (stereo unspecified)	0.5	7.1	-0.1	-13.9	-2.4	3.5	6.2	1.5	0.6	0.8
O=C(NCc1ccccc1)C(c1cccs1)N(C(=O)c1csnn1)C1CC1 (stereo unspecified)	-4.9	-4.0	1.4	-4.3	.	2.4	1.9	0.5	-1.3	0.5
COCCN(C(=O)CC(C)(C)C)c1nnc(-c2cccnc2)s1	-0.9	-0.2	4.6	-8.0	.	1.5	8.8	2.7	2.1	-1.3
Cc1ccccc1CSCC(=O)NC(=O)NC(C)(C)C	4.8	9.9	4.7	2.0	-5.9	-2.9	0.2	-2.9	1.7	-2.4
CSCCC(NC(=O)c1ccccc1Cl)C(=O)NCc1ccncc1 (stereo unspecified)	0.8	-6.7	-6.7	-0.8	0.2	3.6	-0.6	-2.0	-0.3	-0.6
Cc1ccc(-n2ncc3c(NNC(=O)c4ccco4)ncnc32)cc1C	-4.5	36.2	-1.0	-5.4	6.8	.	0.2	-4.3	0.5	-1.0
C/C(=N\NC(=O)c1cc(Cl)ccc1O)c1ccc(Br)s1	-4.9	34.0	-5.2	-2.1	.	-1.2	1.2	-2.9	0.1	-0.2
CS(=O)(=O)N1CCN(C(=S)NCc2ccc(Cl)cc2)CC1	2.8	3.5	-2.0	-3.2	-0.7	2.5	.	-1.9	-0.7	0.1
Cc1ccc(-c2nc(CS(=O)CC(=O)NCCN3CCOCC3)c(C)o2)cc1 (stereo unspecified)	0.7	-6.4	-27.1	0.8	2.3	1.3	-6.1	-3.2	0.0	0.5
COC(=O)c1ccc(CSc2nnc(CNC(=O)c3ccccc3F)o2)o1	-16.2	15.2	-4.0	-7.1	-2.5	-3.5	5.0	-4.8	-0.4	-4.2
CCN(CC)S(=O)(=O)c1ccc(OC)c(NS(=O)(=O)c2ccc(F)cc2)c1	-5.1	-1.1	-1.7	6.0	.	-1.1	-2.1	-2.2	-0.9	-1.5
O=C(c1cc(-c2ccc(Cl)c(Cl)c2)on1)N1CCOCC1	3.5	89.8*	-1.9	50.2*	2.9	.	-5.2	-0.5	1.7	-0.7

Quoted at random: 2 records from the list
SMILES	Tat transport	MITF TRPM1 HTS	Rtt109 HAT inh	dFosB activator	Wnt act	CAL PDZ FP-1	RTF Ca sens act	V-ATPase pHluor	CDK5 p35 inh	CAL PDZ FP-2
COC(=O)c1ccc(CSc2nnc(CNC(=O)c3ccccc3F)o2)o1	-16.2	15.2	-4.0	-7.1	-2.5	-3.5	5.0	-4.8	-0.4	-4.2
C/C(=N\NC(=O)c1cc(Cl)ccc1O)c1ccc(Br)s1	-4.9	34.0	-5.2	-2.1	.	-1.2	1.2	-2.9	0.1	-0.2

Hits appear at their usual frequency; any-hit rate near 4.1%.
